UPR XBP1 act = activators of adaptive arm of unfolded protein response (XBP1). activation, % at 20 µM. CHO-XBP1 luciferase reporter, IRE1-XBP1 UPR activation, luminescence; percent of tunicamycin response, DMSO as zero. 330,000 compounds, 0.33% hits;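 active = versus positive control, 20 µM dose yields 30% or more activation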;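 also: 100% = tunicamycin at 10 µg/mL and 0% = DMSO only wells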
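Assay system: CHO-XBP1 luciferase reporter cells; Schedule: 6 h treatment, 37 °C; Detection: glow luminescence from Steady-Glo reagent; Benchmarks: high control tunicamycin 10 µg/mL final, low control DMSO vehicle only.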
CCR6 antag = blocks CCL20-driven beta-arrestin recruitment at human CCR6 | CHO-K1 CCR6 PathHunter beta-arrestin, luminescence, CCL20-stimulated | P51684 | inhibition, % at 20 µM | 340,000 compounds, 0.49% hits;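 active = compounds whose inhibition of the agonist-driven luminescence signal at 20 µM reaches about 50%, limit read from the data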;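 also: cells stimulated with CCL20 at 14 nM final; plate controls were DMSO with CCL20 for no effect and DMSO without agonist for full effect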
EBI2 block = antagonists of human EBI2 receptor; 360,000 compounds, 0.81% hits; EBI2 beta-arrestin recruitment, luminescence, 7a,25-OHC stimulated; P32249; inhibition, % at 5 µM; in the data active = inhibition above about 38%;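 also: enzyme fragment complementation signal reports receptor beta-arrestin coupling in cells; 0% = agonist plus DMSO wells and 100% = wells without agonist; some results beyond the cut were filed as inactive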
Target sequence (P32249 whole entry, looked up, the tested form may be a part): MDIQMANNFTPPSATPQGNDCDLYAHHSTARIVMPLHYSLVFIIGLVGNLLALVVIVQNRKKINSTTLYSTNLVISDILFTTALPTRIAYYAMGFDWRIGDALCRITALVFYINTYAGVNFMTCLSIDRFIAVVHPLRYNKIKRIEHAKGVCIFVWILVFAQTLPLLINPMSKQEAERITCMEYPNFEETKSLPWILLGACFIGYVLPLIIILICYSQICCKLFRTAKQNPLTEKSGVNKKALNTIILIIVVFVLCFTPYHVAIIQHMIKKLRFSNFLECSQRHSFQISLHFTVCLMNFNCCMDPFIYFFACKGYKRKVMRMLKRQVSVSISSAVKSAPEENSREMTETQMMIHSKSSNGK
CXCR6 inh = blocks human CXCR6 beta-arrestin recruitment; CHO-K1 PathHunter CXCR6 beta-arrestin, luminescence; O00574; 360,000 compounds, 0.36% hits; AID 602244; inhibition, % at 20 µM; in the data active = inhibition above about 34%, passing the limit was not always enough;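 also: antagonist mode with CXCL16 agonist at 10 nM final; 0% = 10 nM CXCL16 with DMSO and 100% = unstimulated wells without agonist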
Target sequence (O00574 whole entry, looked up): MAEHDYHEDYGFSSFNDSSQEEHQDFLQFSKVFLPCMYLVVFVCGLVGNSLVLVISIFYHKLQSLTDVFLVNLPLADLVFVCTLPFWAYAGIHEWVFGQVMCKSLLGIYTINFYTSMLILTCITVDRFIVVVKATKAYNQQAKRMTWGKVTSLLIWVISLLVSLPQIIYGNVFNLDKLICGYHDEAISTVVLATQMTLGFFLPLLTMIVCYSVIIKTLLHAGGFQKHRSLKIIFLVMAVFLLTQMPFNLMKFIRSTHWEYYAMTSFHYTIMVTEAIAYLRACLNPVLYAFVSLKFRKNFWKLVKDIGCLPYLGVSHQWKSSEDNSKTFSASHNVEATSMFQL
Gli-Sufu block = Gli-Sufu pathway antagonism; inhibition, % at 5 µM; 340,000 compounds, 0.74% hits; Sufu-KO-LIGHT fibroblasts, Gli luciferase reporter luminescence;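 active = inhibition above about 55%, limit read from the data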;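 also: 0% = DMSO-treated cells and 100% = wells with medium but no cells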
UPR CHOP act = activators of apoptotic arm of unfolded protein response (CHOP); CHO-CHOP luciferase reporter, UPR activation, luminescence; percent of tunicamycin response over DMSO baseline; activation, % at 10 µM; AID 449763; 330,000 compounds, 0.34% hits;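 active = at 10 µM dose, activation of 40% or more, normalized to positive control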;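 also: 100% = tunicamycin at 10 µg/mL and 0% = DMSO alone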
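assay system = CHO CHOP reporter cells | amount = 500 CHO-CHOP cells per well | buffer or medium = F12 with 10% FBS | incubation = 16-18 h cell attachment, then 6 h compound exposure, 37 °C | detection = luminescence read with Steady-Glo | read-out = percent activation relative to tunicamycin control | controls = tunicamycin high control, DMSO low control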
Mdm2 MdmX PPI = inhibitors of human Mdm2/MdmX interaction | O15151+Q00987 | SaOS-2 split-luciferase Mdm2/MdmX complementation, luminescence | inhibition, % at 8 µM | 330,000 compounds, 3% hits;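 active = inhibition of at least 50% at 8 µM in the primary screen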
Jurkat NFkB inh = lowers PMA/ionomycin-induced NF-kB signal in Jurkat cells | PMA/ionomycin-induced NF-kB luciferase reporter, luminescence | inhibition, % at 4 µM | 330,000 compounds, 0.53% hits | AID 435003; in the data active = inhibition above about 50%
697 NFkB inh = lowers PMA/ionomycin-induced NF-kB signal in 697 B cells. 697 B-cell NF-kB luciferase reporter, 16 h. inhibition, % at 4 µM. 330,000 compounds, 0.33% hits. AID 435022; in the data active = inhibition above about 35%
* = called active by the depositor; x = no result given.

molecule | UPR XBP1 act | CCR6 antag | EBI2 block | CXCR6 inh | Gli-Sufu block | UPR CHOP act | Mdm2 MdmX PPI | Jurkat NFkB inh | 697 NFkB inh
FC(F)(F)c1cccc(NCc2cn3cccnc3n2)c1 | -1 | 6 | -11 | -3 | 5 | 2.6 | 1 | 11 | 11
COc1ccccc1NS(=O)(=O)c1ccc(Cl)c(NC(=O)CN2C(=O)c3ccccc3C2=O)c1 | -2 | 9 | 4 | -1 | 0 | -1.9 | 15 | -4 | -19
CCn1c(SCC(=O)NCc2ccc3c(c2)OCO3)nc2c(c1=O)SCC2 | -2 | 13 | -5 | 9 | -5 | 0.0 | 16 | -7 | -5
CCn1c(CNC(=O)c2ccccc2Br)nnc1SCC(=O)NC1=NCCS1 | -7 | 7 | 0 | 0 | -5 | -0.1 | -4 | -2 | 16
CC(=O)N(Cc1cccs1)Cc1cc2ccc(C)c(C)c2nc1Cl | -2 | 21 | 4 | -1 | 7 | 0.5 | 15 | 0 | 3
O=[N+]([O-])c1ccc2c(c1Nc1ccccc1Cl)=NC1(CCCCC1)N=2 | 1 | 9 | 63* | 2 | 7 | 1.8 | 5 | -2 | 8
Cc1sc2nc(CN(C(=O)NCc3ccccc3)C3CCCC3)[nH]c(=O)c2c1C | 1 | 11 | 10 | -1 | 2 | -1.2 | 2 | 4 | 11
CC(C)C(=O)N1CCN(c2cc(N3CCN(C)CC3)c(F)cc2[N+](=O)[O-])CC1 | -2 | 10 | 5 | 4 | 5 | 0.0 | 6 | -3 | 9
Cc1ccc(S(=O)(=O)NCCc2cn3nc(C)c(C)nc3n2)cc1C | -2 | -4 | 3 | -8 | -9 | -0.1 | 22 | 2 | 11
CCOc1ccccc1C(=O)NC(C(=O)N(C)c1c(N)n(Cc2ccccc2)c(=O)[nH]c1=O)C(C)C (configuration not stated) | x | 4 | -3 | 2 | -7 | x | x | x | x
O=[N+]([O-])c1ccccc1-c1ccc(C(=S)N2CCCC2)o1 | 5 | 12 | -9 | -2 | 3 | 4.8 | -46 | -33 | -34
Cc1ccc(NC(=O)c2cc([N+](=O)[O-])ccc2N2CCOCC2)cc1S(=O)(=O)N1CCOCC1 | -6 | 15 | -7 | 17 | 1 | 0.8 | 19 | 4 | -1
COc1ccc(/C=N/NC(=O)c2nonc2N)cc1OC | 4 | -4 | 0 | -14 | -13 | 7.8 | -6 | -5 | 3
CCCNC(=O)Nc1cc(OCC)c(N2CCOCC2)cc1OCC | 1 | -6 | -3 | -8 | 9 | -1.7 | 2 | -4 | 1
CCC(C)NC(=O)C(CCSC)NC(=O)c1ccccc1 (configuration not stated) | -4 | -7 | -11 | 0 | x | 0.9 | 2 | 14 | 10
CSc1ccc(S(=O)(=O)NCC(=O)OCC(=O)N2CCCCC2C)cc1[N+](=O)[O-] (configuration not stated) | -1 | 6 | -4 | -1 | -4 | 1.7 | 14 | 15 | -6
CCC(=O)OCCNc1cc(Sc2nc3ccccc3s2)c2nonc2c1[N+](=O)[O-] | -7 | 109* | 27 | 89* | 3 | -9.2 | 40 | -10 | 10
O=[n+]1cc(-c2ccc(Cl)cc2)n([O-])c2c1CCC2 | -2 | -4 | -7 | 5 | -1 | 1.6 | 2 | 7 | 9
O=C1CC(c2ccccc2)n2ncnc2N1 (configuration not stated) | -2 | -8 | -3 | -8 | 3 | -1.0 | 9 | -9 | -9
COc1ccc(/C=C(/NC(=O)/C=C/c2ccccc2)C(=O)N2CCOCC2)cc1 | -1 | 1 | -13 | -10 | 3 | 3.2 | -5 | -10 | 11
Cn1c(-c2ccc3c(c2)OCO3)cnc1NCc1cccc(Cl)c1 | 3 | 7 | -10 | 1 | -6 | 1.6 | -10 | -13 | -17
Cc1ccc(C)c(NC(=O)C(OC(=O)c2ccc(NC(=O)CC#N)cc2)c2ccccc2)c1 (configuration not stated) | -5 | 14 | 12 | 5 | -7 | 0.0 | 22 | 7 | -3
COc1ccc(CNC(=O)CCS(=O)(=O)Cc2cccc(Cl)c2)c(OC)c1 | -2 | 6 | 4 | 4 | -2 | 1.3 | 6 | 5 | -19
CC1CCCCN1CC(=O)NCc1ccc2c(c1)OCO2 (configuration not stated) | 1 | 3 | -1 | 3 | -23 | 0.7 | 2 | 11 | 13
Cc1ccc(OCC(=O)NCc2ccccc2)c([N+](=O)[O-])n1 | 1 | 2 | 11 | 2 | 0 | 4.3 | 28 | 6 | -14
O=[N+]([O-])c1cccc(-c2c(-c3ccccc3)ncc3cc(F)ccc23)c1 | -2 | 17 | -8 | 10 | -9 | 6.2 | 16 | -16 | 4
COc1cc(/C=C2\SC(c3ccccc3)=NC2=O)cc(Cl)c1O | x | 74* | -5 | 37 | 4 | x | x | x | x
CCc1ccccc1NC(=S)N(CCCN1CCN(C)CC1)Cc1cccs1 | -1 | -1 | 9 | 0 | 54 | 0.3 | -6 | -1 | -1
CC(C)Cc1nc(N2CCCCC2)c(C#N)c2c1CCC2 | -1 | 19 | 5 | -5 | -6 | 2.8 | -14 | 8 | -13
CCOC(=O)C1=C(N)OC2=C(C(=O)CCC2)C1c1ccc2c(c1)OCO2 (configuration not stated) | -2 | 4 | 9 | 4 | -5 | 1.4 | 5 | 14 | 3
Cc1ccc(C(=O)NN2CCOCC2)cc1[N+](=O)[O-] | -3 | -8 | 3 | 2 | 5 | 0.1 | 9 | 10 | 4
CC(=O)N1[C@@H]2CC3C4CC=C5C[C@@H](O)CC[C@]5(C)C4CC[C@]3(C)[C@@]21C(C)=O (some centres not stated) | 0 | 5 | -12 | 8 | 5 | 0.2 | 19 | -5 | 14
COc1cc(C2C(C#N)=C(C)NC3=C2C(=O)c2ccccc23)cc(OC)c1OC (configuration not stated) | 27 | 24 | -1 | 5 | 50 | -1.2 | 12 | 21 | 18
Cc1noc(C)c1COc1ccc(C(=O)Nc2nnc(CC(C)C)s2)cc1 | -5 | 4 | 0 | 0 | 5 | -1.2 | 18 | 5 | -33
COc1cc(OC)c2c(c1)S(=O)(=O)C(c1ccccc1)=C2N | -1 | 9 | 5 | -3 | 6 | -0.2 | 23 | 3 | 6
CCOc1cc(/C=C(\C#N)C(=O)Nc2ccc(S(N)(=O)=O)cc2)ccc1OCCN1CCOCC1 | -2 | 5 | -2 | -2 | -5 | 1.3 | 4 | -1 | 6
O=C(O)c1ccc(COc2cccc(CO)c2)cc1 | 1 | -7 | -5 | 3 | -21 | 0.1 | 1 | 3 | -26
Cn1c(=O)c2c(n(C)c1=O)=NC1(CCCCC1)N=2 | -2 | 15 | 1 | 6 | -2 | 2.4 | -25 | 13 | 10
Cc1cc(NC(=O)COC(=O)COc2ccc3c(c2)CCC3)no1 | 0 | -5 | -6 | -1 | 7 | -0.6 | -14 | -8 | 0
Oc1ccc(-c2nc3cnccn3c2Nc2ccc3c(c2)OCCO3)cc1 | 3 | 9 | 7 | 0 | 15 | 3.5 | 24 | 3 | -48

Profiles from above. Order of values: UPR XBP1 act, CCR6 antag, EBI2 block, CXCR6 inh, Gli-Sufu block, UPR CHOP act, Mdm2 MdmX PPI, Jurkat NFkB inh, 697 NFkB inh
Shown for Oc1ccc(-c2nc3cnccn3c2Nc2ccc3c(c2)OCCO3)cc1 : 3, 9, 7, 0, 15, 3.5, 24, 3, -48
Shown for Cc1ccc(C(=O)NN2CCOCC2)cc1[N+](=O)[O-] : -3, -8, 3, 2, 5, 0.1, 9, 10, 4
Shown for O=C(O)c1ccc(COc2cccc(CO)c2)cc1 : 1, -7, -5, 3, -21, 0.1, 1, 3, -26

(continued)
molecule | UPR XBP1 act | CCR6 antag | EBI2 block | CXCR6 inh | Gli-Sufu block | UPR CHOP act | Mdm2 MdmX PPI | Jurkat NFkB inh | 697 NFkB inh
S=C(NCCN1CCOCC1)Nc1cccc2ccccc12 | -1 | 0 | -21 | -8 | 2 | -1.1 | -21 | -3 | 5
Cc1ccccc1CNC(=O)c1ccccc1N(C)S(=O)(=O)c1ccccc1 | -4 | 9 | 17 | 5 | -2 | 0.5 | 31 | -4 | -17
COc1ccc(C(OC(=O)c2ccco2)C(=O)NCc2ccco2)cc1 (configuration not stated) | -1 | 11 | 3 | 0 | 2 | -0.7 | 7 | -5 | -7
CCOc1cc(C(=O)N(CC)CC(=O)Nc2c(F)cccc2F)ccc1OCC(=O)N1CCCCC1 | -1 | 11 | -7 | -5 | -6 | -0.1 | 9 | -15 | 1
CCOC(=O)c1oc2ccccc2c1NC(=O)CN1CCN(C)CC1 | 1 | 0 | -8 | -7 | 2 | -1.5 | 19 | 4 | 11
CC(C)(C)c1ccc(NC(=O)COC(=O)C2CCCC2)cc1 | 2 | 9 | -12 | -1 | -5 | 6.7 | -5 | -16 | 3
COc1ccc(Cl)cc1N(CC(=O)Nc1ccc2c(c1)OCO2)S(C)(=O)=O | -1 | 12 | 9 | -8 | 5 | 1.8 | 7 | -2 | -16
Cc1cc(C(=O)CCl)c(C)n1-c1cccc([N+](=O)[O-])c1 | -3 | -2 | -1 | -18 | 6 | 174* | 69* | 4 | 40*
COC(=O)CC(NC(=O)c1ccco1)c1cccc2ccccc12 (configuration not stated) | -1 | 6 | 14 | -2 | 0 | -1.5 | -6 | -2 | 19
CC(=O)Nc1ccc(C(=O)OCc2ccc(Cl)cc2)cc1 | 3 | 7 | 35 | -1 | -4 | 0.6 | 18 | 19 | -3
COC(=O)C(/C=N/OCc1ccc([N+](=O)[O-])cc1)NC(=O)c1ccccc1 (configuration not stated) | -6 | 6 | 1 | -7 | 9 | -1.2 | 8 | -21 | -18
CCOC(=O)C1=C(C)Nc2sc(C(=O)c3ccc(F)cc3)c(N)c2C1c1ccc(C(=O)OC)cc1 (configuration not stated) | 4 | 17 | 37* | 2 | 7 | 7.5 | 61* | 13 | 0
Cc1ccc2nc(NCCc3ccccc3)c3nncn3c2c1 | 6 | -3 | 0 | -3 | -33 | 4.2 | 11 | -34 | -61
S=C(NCCSCc1ccc(Cl)cc1)Nc1ccccc1 | -1 | 11 | 4 | 0 | 5 | -1.3 | 29 | -6 | 6
COc1ccc(C2Nc3ccccc3C(=O)N2Cc2ccco2)cc1COc1ccc(F)cc1 (configuration not stated) | 1 | 11 | 37 | 4 | 7 | 6.6 | 14 | 11 | 2
Nc1nc(NCc2ccccc2)nc(NCCO)c1[N+](=O)[O-] | 5 | -12 | -16 | 6 | 4 | 0.4 | 35 | -4 | 2
Cc1ccccc1C(=O)N1CCC(C(=O)N(C)CCOc2ccccc2)CC1 | -3 | 13 | 2 | 4 | -2 | -0.1 | -11 | -19 | 3
COc1ccc(NC(=O)C=C(C)C)cc1Cl | 1 | 7 | -8 | 0 | -54 | 3.3 | -22 | -94 | -76
COC(=O)C1=C(C)N(c2ccc(C)c(C)c2)/C(=C/c2ccco2)C1=O | 14 | 13 | -59 | -5 | 3 | 68* | 35 | 0 | -28
COc1ccccc1NS(=O)(=O)c1cc(N=N/C(C(=O)Nc2ccc(Cl)cc2)=C(/C)O)ccc1C | -3 | -6 | 21 | -6 | 8 | 5.7 | -3 | 11 | -2

Assay outcomes from PubChem BioAssay.
